D2 PAM: positively modulates the human D2 dopamine receptor allosterically | potentiation, % at 10 µM | actives 0.34% (n = 340,000) | AID 485347 | P14416 | HEK293 T-REx D2, calcium flux, EC20 dopamine potentiation;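 active means potentiation over 3 SD above the plate norm, cut at about 30% in these data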; further: 0% is about no effect
Target sequence (P14416 whole entry, looked up): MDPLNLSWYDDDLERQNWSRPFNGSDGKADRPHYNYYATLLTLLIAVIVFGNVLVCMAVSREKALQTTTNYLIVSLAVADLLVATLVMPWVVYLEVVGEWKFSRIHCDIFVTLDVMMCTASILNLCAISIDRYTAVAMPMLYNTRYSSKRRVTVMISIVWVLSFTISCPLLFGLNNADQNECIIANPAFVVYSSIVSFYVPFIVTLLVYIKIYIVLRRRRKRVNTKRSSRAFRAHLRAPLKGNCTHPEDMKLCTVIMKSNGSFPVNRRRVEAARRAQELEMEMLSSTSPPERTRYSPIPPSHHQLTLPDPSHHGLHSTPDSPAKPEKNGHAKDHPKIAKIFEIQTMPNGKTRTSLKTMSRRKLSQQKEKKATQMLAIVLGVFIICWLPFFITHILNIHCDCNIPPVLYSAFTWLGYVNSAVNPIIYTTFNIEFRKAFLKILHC
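Using a no-wash calcium dye in inducible, force-coupled HEK293 Trex cells expressing D2, we tracked fluorescence each second for 180 s after compound, then for 180 s after EC20 dopamine to detect augmented signalling.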
RXFP1 ag: RXFP1 (human) receptor agonism; Potency, µM (series often up to 57.5 µM), inactives show at the highest dose activation, actives largely listed as activators; AID 2676; Q9HBX9; actives 0.3% (n = 370,000); HEK293T-RXFP1 cAMP TR-FRET, 30 min; response scale: percent of porcine relaxin response, buffer zero; further: potency means the concentration at half of the fitted maximal effect; on the % scale 0 is the no-effect control and ±100 the full control effect; nearly all actives have a fitted effect of over 60% in size; many of its hits are not listed in these tables
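HEK293 cells stably expressing RXFP1, treated 30 min at 37C with compounds plus PDE4 inhibitor Ro 20174; cAMP measured by HTRF TR-FRET. Normalized to buffer and 29 nM porcine relaxin; EC50 by Hill fit.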
D1 ag: human D1 receptor agonism; HEK293 T-REx D1 cells, calcium flux, agonist mode; actives 1% (n = 360,000); P21728; activation, % at 2 µM; AID 504660; in the data active means activation above about 30%; further: 0% is about no effect
Target sequence (P21728 whole entry, looked up): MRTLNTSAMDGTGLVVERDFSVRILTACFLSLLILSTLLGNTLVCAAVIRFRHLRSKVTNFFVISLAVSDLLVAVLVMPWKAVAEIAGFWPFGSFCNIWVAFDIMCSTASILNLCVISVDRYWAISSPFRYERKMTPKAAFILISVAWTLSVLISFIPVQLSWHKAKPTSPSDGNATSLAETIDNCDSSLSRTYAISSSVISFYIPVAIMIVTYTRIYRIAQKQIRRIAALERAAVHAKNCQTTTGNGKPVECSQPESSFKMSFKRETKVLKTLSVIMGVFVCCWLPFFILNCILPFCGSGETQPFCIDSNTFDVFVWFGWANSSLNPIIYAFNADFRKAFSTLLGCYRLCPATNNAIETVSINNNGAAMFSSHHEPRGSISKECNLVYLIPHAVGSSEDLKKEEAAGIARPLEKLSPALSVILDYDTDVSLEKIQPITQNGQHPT
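Tetracycline-induced HEK293 TREx D1 cells, force-coupled to calcium signalling, were dye-loaded with a no-wash calcium kit. Compound was pin-added after a 10 s baseline. Fluorescence was read kinetically at 1 cycle/s for 180 s, with calcium rises flagged as agonism.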
TRHR PAM: allosteric enhancers of human TRH receptor; P34981; enhancement, % at 2 µM; actives 0.66% (n = 360,000); TRHR cells, fluo-8 calcium fluorescence, EC20 TRH enhancement; in the data active means enhancement above about 30%; further: 0% is about no effect
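Enhancer read-out: after compound pinning and an initial kinetic agonist-mode read, an EC20 of TRH (10 nM final) was injected and fluo-8 calcium signal (Ex 480/Em 530) followed at 1 s/cycle for 100 cycles in TRHR-expressing cells.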
D1 antagonist: human D1 dopamine receptor antagonism. P21728. HEK293 TREx D1 cells, calcium flux, dopamine EC80; stronger effect = lower value. activity change, negative = inhibition, % at 10 µM. actives 3.2% (n = 360,000). AID 504652; in the data active means activity change below about -30%; further: on the % scale 0 is the no-effect control and ±100 the full control effect
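Cells carrying a force-coupled, tetracycline-inducible human D1 receptor report calcium flux. Each well gets a 10 s baseline, compound with 180 s monitoring, then an EC80 dopamine stimulus with a second 180 s kinetic read.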
D1 PAM: enhances dopamine response at the human D1 receptor; P21728; HEK293 TREx D1 cells, calcium flux, dopamine EC20 potentiation; potentiation, % at 10 µM; actives 0.036% (n = 360,000); AID 504651; in the data active means potentiation above about 30%; further: 0% is about no effect
Apoferritin bind: candidate novel general anesthetic via apoferritin binding; P02791; apoferritin/1-aminoanthracene competitive binding, fluorescence; Potency, µM (highest dose often 77.5 µM), inactives show top-dose activity change, negative = displacement, usual class: inhibitors; actives 0.074% (n = 350,000); AID 485281; further: potency means the concentration at half of the fitted maximal effect; on the % scale 0 is the no-effect control and ±100 the full control effect; nearly all actives have a fitted effect of over 20% in size
Target sequence (P02791 2-175 limits assumed): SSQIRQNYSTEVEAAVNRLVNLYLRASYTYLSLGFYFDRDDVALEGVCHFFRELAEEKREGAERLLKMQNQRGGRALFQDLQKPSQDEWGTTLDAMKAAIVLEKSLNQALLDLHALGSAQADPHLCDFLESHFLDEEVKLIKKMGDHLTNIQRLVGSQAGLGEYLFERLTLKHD
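Concentration-response curves derived by four-parameter Hill fitting of normalized fluorescence, where compounds displaced 1-AMA from 10 uM horse apoferritin following a brief 10 min room-temperature incubation; propofol titration acted as positive control.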
TRHR ag: activates the human TRH receptor. P34981. TRHR cells, calcium flux fluo-8, FDSS agonist mode. activation, % at 2 µM. actives 0.18% (n = 360,000). AID 493084; in the data active means activation above about 30%; further: 0% is about no effect
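In this calcium-flux screen, cells bearing human TRHR are dye-loaded with fluo-8, baselined for 10 cycles, then exposed to library compounds; positive kinetic calcium responses during the agonist phase mark hits, with TRH as control.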
RXFP1 antagonist: RXFP1 (human) relaxin receptor antagonism | Q9HBX9 | HEK293-RXFP1, relaxin-stimulated cAMP HTRF, 30 min; stronger effect = lower value | activity change, negative = inhibition, % at 57.5 µM | actives 0.59% (n = 350,000) | AID 1259400;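 active means activity change of -60% or lower, but not beyond a set lower limit; inconclusive means change between -60% and -40%, or beyond the set limit; inactive means change above -40%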; further: on the % scale 0 is the no-effect control and ±100 the full control effect
An asterisk follows results filed as active; ? = inconclusive; · = no result given; & = joins results of further samples; ! = repeats disagree; [ ] = another dose, or the depositor's remark. Unless noted, the call rests on the fitted dose curve; in most records, active means well fitted curve in the direction sought with a large enough effect; inconclusive means small, poorly fitted or top-dose-only effect, or another doubt; inactive means no such curve, though single readings can be large; an effect the other way counts as inactive or inconclusive. This is a subset, so the mix of outcomes need not match the whole.

Each structure is followed by: D2 PAM	RXFP1 ag	D1 ag	TRHR PAM	D1 antagonist	D1 PAM	Apoferritin bind	TRHR ag	RXFP1 antagonist
CCc1ccc(NC(=O)Cc2c(C(=O)O)n(C)c3ccccc23)cc1
    -8	-0.5%	2	-7	13	-13	-9%	-0.3	4
COc1ccc(C(=O)OCC(=O)NC(C)(C)C)cc1[N+](=O)[O-]
    -6	0.3%	1	-1	-2	5	-13%	0.1	0
Cc1ccc(NC2CC(=O)N(CCc3ccccc3)C2=O)cc1 (configuration not stated)
    7	0.8%	6	-5	-2	0	-19%	-0.3	-4
Cc1ccc(C(=O)N2CC(C)CC(C)C2)cc1NC1=NC2CS(=O)(=O)CC2S1 (configuration not stated)
    2	6.7%	2	-4	-12	3	-11%	0.2	-2
COc1cc(/C=C(\C#N)C(=O)Nc2cccc(C(=O)O)c2)ccc1OCc1ccc(Cl)cc1
    -3	-2.1%	4	6	-2	·	-19%	-0.9	-27
CC1=C(C(=O)Nc2ccc(F)cc2)C(c2ccc(C)o2)C2=C(CC(C)(C)CC2=O)N1 (configuration not stated)
    19	0.3%	1	2	-7	-9	1%	-0.2	0
CCOC(=O)C1C(=O)C=C(/C=C/c2ccc(N(C)C)cc2)CC1c1ccccc1 (configuration not stated)
    -10	11%	230*	18	-24	8	0%	73*	-19
COc1ccc2nc(Nc3nc4cc5c(cc4s3)OCO5)sc2c1
    13	2.4%	1	1	3	-5	45%[activator]	-0.3	9
CCOc1cccc2cc(C(=O)N3CC(C)OC(C)C3)c(=O)oc12 (configuration not stated)
    0	-2.2%	-1	-3	29	-3	2%	0.2	-2
C=CCn1c(SCC(=O)NCCc2ccccc2)nc2c([nH]c3ccccc32)c1=O
    -6	0.2%	1	-4	-19	-3	1%	-0.2	-9
CC1(C)CC(=O)CC2(C1)NCC(c1ccccc1)c1c2[nH]c2ccccc12 (configuration not stated)
    -5	-0.2%	1	-2	-5	0	-16%	0.0	1
O=C1COc2ccc(C(=O)COC(=O)/C=C/c3ccco3)cc2N1
    16	-2.1%	0	-1	10	-5	·	0.8	3
CCOc1ccc(-n2c(SCC(=O)NCc3ccccc3)nc3n[nH]c(C)c3c2=N)cc1
    -3	?	1	-6	-15	-9	-19%	-1.1	-23
Cc1ccc(N2C(=O)C(CN3CCCCC3)C2c2ccccc2)cc1 (configuration not stated)
    ·	-0.8%	3	0	13	3	-8%	0.7	1
O=C(Nc1ccc(Oc2ccc(C(=O)O)c(C(=O)O)c2)cc1)c1cccs1
    -7	0.1%	2	-2	-3	-2	-4%	-1.2	-4
CCn1c(=O)cc(OCC(=O)Nc2cc(OC)c(OC)c(OC)c2)c2ccccc21
    14	-1.8%	4	14	-3	-1	-14%	-0.1	·
N/C(=N\OC(=O)Nc1ccc(Cl)c(Cl)c1)c1ncc(C(F)(F)F)cc1Cl
    1	-0.1%	2	-3	-3	7	?	-0.3	-3
COc1ccc2cc(C(N)=O)c(=Nc3ccccc3)oc2c1
    ·	0.4%	1	8	1	-2	-4%	-0.2	-2
CC1CCc2c(sc(NC(=O)c3ccco3)c2C(=O)O)C1 (configuration not stated)
    7	2.8%	-3	2	2	6	0%	-1.5	-12
CS(=O)(=O)Nc1nnc(C2CCCC2)s1
    8	1.3%	1	-5	9	-6	-2%	0.2	-5
CCc1ccc(OCC(=O)Nc2ncn[nH]2)c(Br)c1
    -4	0.4%	-1	7	11	-3	-6%	-1.4	-13
[N-]=[N+]=NC1C[C@H](n2ccc(=O)[nH]c2=O)O[C@@H]1CO (some centres not stated)
    11	-1.1%	2	8	-11	-2	5%	-0.3	·
O=C1c2ccsc2SCCN1Cc1c(Cl)cccc1Cl
    2	0.5%	-2	-2	11	0	?	0.0	-16
O=C(NCCc1ccccc1F)N[C@@H](Cc1ccccc1)C(=O)O
    1	2.3%	4	-1	3	0	0%	1.8	8
COc1cccc(NC(=O)CN2C(=O)CC(c3ccco3)Sc3ccccc32)c1 (configuration not stated)
    13	14%	7	-7	7	-5	-13%	-0.1	·
Cc1ccc(-c2nn(C)c(=O)c3ccccc23)cc1CNC(=O)CN1CCOCC1
    3	3.3%	0	17	3	3	3%	0.1	0
Cc1ccc(C(=O)c2c3ccc(N)cc3nn2CCC(N)=O)cc1
    -18	-0.1%	3	-1	3	-9	?	-0.2	·
C=CCc1c(O)nc(SCC(=O)c2ccccc2)[nH]c1=O
    -13	0.2%	-1	-1	-1	1	-8%	0.5	-9
Cc1[nH]nc(N=CC2=C(O)CC(c3ccco3)CC2=O)c1-c1ccc(Cl)cc1 (configuration not stated)
    -5	2.6%	-1	-3	·	-2	-12%	1.3	-4
O=c1[nH]nc(C(F)(F)F)c2nnn(Cc3ccccc3Cl)c12
    -1	2.9%	2	-1	-4	4	-6%	0.4	5
CCOC(=O)C1=C(CCl)NC(=O)NC1c1ccc2c(c1)OCO2 (configuration not stated)
    -2	-2.8%	-1	-1	4	-8	-4%	0.3	2
C=CCN1C(=O)C(C(C)CC)NC1=S (configuration not stated)
    -4	-0.6%	0	10	-6	5	-19%	-0.3	13
Cn1c(-[n+]2c(-c3ccccc3)cc(-c3ccccc3)cc2-c2ccccc2)nc2c([N+](=O)[O-])cccc21
    8	1.3%	11	-1	-13	-8	-23%	0.7	-11
O=C(N/N=C/c1ccc2nccnc2c1)c1cccc([N+](=O)[O-])c1
    21	-19%	2	-7	-6	7	0%	1.8	-11
Cc1ccc2c(=O)cc(C(=O)NCCc3ccc(S(N)(=O)=O)cc3)oc2c1
    1	1.7%	4	-11	-22	9	-11%	-0.7	-2
Cc1ccnc(S(=O)(=O)Cc2ccc([N+](=O)[O-])cc2)n1
    -2	0.2%	4	13	9	-8	-1%	0.2	-1
Cc1nn(Cc2c(Cl)cccc2Cl)c(C)c1NC(=O)Cn1nc([N+](=O)[O-])c(Cl)c1C
    1	4.4%	6	5	9	-5	2%	0.6	-7
O=C(CCS(=O)(=O)c1nc(-c2cccs2)cc(C(F)(F)F)n1)Nc1ccc(OC(F)(F)F)cc1
    2	9.7%	2	-12	1	0	-22%	0.3	-18
COc1ccc(-c2nc(Cn3c(SCc4cccc(C(F)(F)F)c4)nc4cccnc43)c(C)o2)cc1OC
    4	7.2%	9	6	10	1	-9%	1.1	0
CCOC(=O)c1ccc(NC(=O)Cn2nc3c4ccccc4n(Cc4cccc(F)c4)cc-3c2=O)cc1
    -3	2.1%	5	6	1	-2	?	0.8	0
CN1C(=O)C2(NCCc3c2[nH]c2ccccc32)c2ccccc21 (configuration not stated)
    7	-0.9%	-3	-2	6	7	-6%	0.0	-4
C/C(=N\NC(=O)CN1CCN(S(=O)(=O)c2ccc(C)cc2)CC1)c1ccncc1
    8	0.8%	2	8	-4	0	-5%	-0.6	1
O=C(NCc1ccc(N2CCCC2=O)cc1)Nc1cccc(Cl)c1
    -5	0.2%	6	-2	-20	3	-20%	-0.7	8
CC(C)c1cccc(C(C)C)c1NC1=NS(=O)(=O)c2ccccc21
    8	0.3%	-1	-8	-7	4	-4%	-0.7	-11
CCC(C)NCCCOc1ccc([N+](=O)[O-])cc1 (configuration not stated)
    13	-1.9%	7	2	-7	-7	-3%	-0.9	-31
COc1ccc(-n2c(SC(C)C(=O)N3CCOCC3)nc3ccccc3c2=O)cc1 (configuration not stated)
    13	?	1	6	16	2	-3%	0.4	-1
OC1(c2ccc(Cl)cc2)CCN(Cc2cn[nH]c2-c2ccc(F)cc2)CC1
    -20	3.9%	28	4	9	-2	-8%	2.2	-29
CCOc1ccc2nc(NS(=O)(=O)c3ccc(NC(C)=O)cc3)sc2c1
    -4	-0.1%	3	-4	-9	-2	-12%	0.7	5
CSc1ccccc1NC(=O)COc1ccc(Cl)cc1C
    3	1.1%	6	1	-1	-4	11%	1.1	10
COc1cc(OC)cc(C(=O)N[C@H](C(=O)NC23CC4CC(CC(C4)C2)C3)C(C)C)c1
    -4	2.5%	-2	2	13	-1	-20%	-0.6	-6
Nc1ccccc1C(=O)N1CCCC1
    3	-1.9%	7	1	-5	3	?	0.4	-18
CC(NC(=O)NC(=O)c1cccc(Cl)c1)c1ccccc1 (configuration not stated)
    ·	2.4%	9	-4	2	-11	-12%	3.1	-9
Cc1ccc(NC(=O)c2cccc(OCc3c(C)noc3C)c2)cc1S(=O)(=O)Nc1ccccc1Cl
    4	0.8%	7	1	7	3	3%	0.3	-2
Cc1ccc(NC(=O)c2oc3ccc(S(=O)(=O)N4CCC5(CC4)OCCO5)cc3c2C)cc1C
    0	0.5%&-0.8%	-2&7	6&-5	-32*!	-3&-7	?	0.9&-0.6	1&-8
COc1ccc(NC(=O)CC2C(=O)N(c3ccc(C)cc3)C(=O)N2Cc2ccc(C)cc2)cc1 (configuration not stated)
    -14	1.2%	2	-5	-3	-2	-1%	-0.6	·
Cc1cccc(NC(=O)N2CC=C(c3c[nH]c4ccccc34)CC2)c1C
    -16	-3.5%	9	7	-5	-2	7%	3.8	-24
CC1CCN(S(=O)(=O)c2ccc(NC(=O)Cc3ccccc3)cc2)CC1
    1	1.0%	4	-3	-13	-6	-11%	-1.1	-18
COc1ccccc1-n1c(SCC(=O)O)nc2sc3c(c2c1=O)CCC3
    -9	-0.5%	4	-4	-3	1	5%	0.1	10
COc1cccc(CNS(=O)(=O)c2cc(Br)cc3c2N(C(C)=O)C(C)C3)c1 (configuration not stated)
    -23&-3	-1.4%&1.6%	4&1	5&3	-1&4	0&-2	-10%&-11%	0.0&-0.2	9

Part of the list above in a different format.
mol,D2 PAM,RXFP1 ag,D1 ag,TRHR PAM,D1 antagonist,D1 PAM,Apoferritin bind,TRHR ag,RXFP1 antagonist
CSc1ccccc1NC(=O)COc1ccc(Cl)cc1C,3,1.1%,6,1,-1,-4,11%,1.1,10
COc1ccccc1-n1c(SCC(=O)O)nc2sc3c(c2c1=O)CCC3,-9,-0.5%,4,-4,-3,1,5%,0.1,10
COc1cc(OC)cc(C(=O)N[C@H](C(=O)NC23CC4CC(CC(C4)C2)C3)C(C)C)c1,-4,2.5%,-2,2,13,-1,-20%,-0.6,-6

Source: PubChem
